Screens (PubChem)
MCF10A rereplic – DNA re-replication induction in MCF 10a cells. Potency, µM (doses to about 46.1 µM), without a hit: top-dose activity, positive = re-replication, usual class: activators. actives 2.9% (n = 350,000). MCF 10A DNA re-replication, Hoechst nuclear intensity, 48 h; further: potency means the concentration at half of the fitted maximal effect; % of control where 0% means no effect; nearly all actives have a fitted effect of over 50% in size
SW480 rerep – DNA re-replication induction in SW480 cells; actives 1.8% (n = 340,000); Potency, µM (top dose mostly 46.1 µM), for inactives: at the top dose re-replication activation, actives largely listed as activators; SW480 DNA re-replication, Hoechst DNA content imaging, 48 h; further: potency means the concentration at half of the fitted maximal effect; % of control where 0% means no effect; nearly all actives have a fitted effect of over 55% in size
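Image-based read-out: total Hoechst fluorescence of nuclei (405 nm excitation, 500-530 nm emission), with hits raising the fraction of high-intensity nuclei. SW480 colon cells incubated 48 hr with compounds at 37 C.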
DRD3 agonist – agonists of human D3 dopamine receptor; P35462; D3R DiscoveRx beta-arrestin cells, luminescence, 90 min; AID 652048; max activation, %; actives 0.58% (n = 410,000); in the data active means max activation above about 30%; further: 0% is about no effect; mostly tested at two doses, the higher about 12 µM
Target sequence (P35462 whole entry, looked up): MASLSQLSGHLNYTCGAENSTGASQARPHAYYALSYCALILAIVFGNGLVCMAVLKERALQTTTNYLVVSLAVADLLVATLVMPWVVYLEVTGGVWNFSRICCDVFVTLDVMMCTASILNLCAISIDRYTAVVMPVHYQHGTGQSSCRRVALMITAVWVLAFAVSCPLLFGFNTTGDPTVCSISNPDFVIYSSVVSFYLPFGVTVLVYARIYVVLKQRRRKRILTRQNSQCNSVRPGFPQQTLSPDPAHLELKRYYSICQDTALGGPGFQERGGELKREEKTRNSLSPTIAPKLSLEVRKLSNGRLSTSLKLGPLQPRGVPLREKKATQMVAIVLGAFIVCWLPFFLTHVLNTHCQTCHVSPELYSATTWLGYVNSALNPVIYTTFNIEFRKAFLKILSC
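Agonist-mode cell screen: cells plated at 1500/well and incubated overnight at 37 °C, then exposed to library compounds for 90 min at 37 °C. Detection reagent was added for 30–60 min at room temperature, and luminescence was read.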
IL-1B inflam inh – blocks inflammasome-driven IL-1 beta release; THP-1 LPS/ATP IL-1B secretion, AlphaLISA, 16 h; active compounds read low; activity change, % at 57.5 µM; actives 4.7% (n = 360,000); AID 743279; in the data active means activity change below about -50%; inconclusive means mostly about -30% to -49%; further: on the % scale 0 is the no-effect control and ±100 the full control effect
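THP-1 cells pretreated 1 hr with compounds (up to 57.5 uM final), then stimulated with LPS (250 ng/mL final) plus ATP (1.25 mM final); secreted IL-1B measured by AlphaLISA after 16 hr, decreased signal indicating inhibition.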
HEK293 tox – cytotoxic in the GLP-1 receptor inverse agonist counter-screen. HEK293 cAMP-luciferase reporter cells, luminescence, 24 h. Potency, µM (highest dose often 38.3 µM), for the others: at the top dose activity change, negative = inhibition, usual class: inhibitors. actives 0.13% (n = 410,000);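 further: loss of luciferase light is scored as toxicity; potency means the concentration at half of the fitted maximal effect; on the % scale 0 is the no-effect control and ±100 the full control effect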
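MLSMR compounds, 24 hr on cells at 37 deg C/5% CO2; luminescence after luciferase reagent (12 min RT). Inhibition counted as the undesired cytotoxic outcome.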
HT1080 IDH1KD tx – HT-1080 IDH1 knockdown cell toxicity (counter line); HT-1080 IDH1 knockdown viability, ATP luminescence, 48 h; AID 686971; actives 2% (n = 360,000); Potency, µM (top dose mostly 46.1 µM), inactives show at the highest dose activity, negative = toxicity, actives largely listed as cytotoxic;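 further: potency means the concentration at half of the fitted maximal effect; 0% = DMSO wells and -100% = cell-free medium wells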
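Using the IDH1-knockdown HT-1080 line run in the same batch and compound series as the NT line, viability after 48 h at 37 °C was determined by CellTiter-Glo luminescence and expressed as % activity.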
KB-3-1 cytotox – KB-3-1 parental cell cytotoxicity; KB-3-1 viability, CellTiter-Glo ATP luminescence, 72 h; Potency, µM (titrated, usually from 46.1 µM), for inactives: top-dose activity change, negative = cytotoxic, most hits filed as cytotoxic; actives 1.4% (n = 400,000); further: potency means the concentration at half of the fitted maximal effect; on the % scale 0 is the no-effect control and ±100 the full control effect; nearly all actives have a fitted effect of over 60% in size
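Cytotoxicity in the drug-sensitive parental line KB-3-1 was scored as loss of CellTiter-Glo luminescence following 72 h incubation with compound. Values come from curve fitting of normalized concentration-response data.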
HT1080-NT tox – kills 2HG-producing HT-1080-NT fibrosarcoma cells; HT-1080-NT fibrosarcoma viability, CellTiter-Glo ATP luminescence, 48 h; Potency, µM (highest dose often 46.1 µM), inactives show top-dose activity, negative = less viability, hits mostly cytotoxic; actives 1.6% (n = 360,000); AID 686970;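 further: NT is the 2HG producing partner of a matched IDH1 knockdown line; potency means the concentration at half of the fitted maximal effect; 0% = DMSO-treated cells and -100% = media-only wells without cells; nearly all actives have a fitted effect of over 55% in size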
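Toxicity toward the 2HG-producing NT line was scored as %Activity, normalised to DMSO and no-cell wells, from CellTiter-Glo luminescence after 48 hours' treatment.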
KB-V1 MDR tox – KB-V1 MDR subline cytotoxicity. KB-V1 MDR cells viability, CellTiter-Glo, 72 h. Potency, µM (titrated, usually from 46.1 µM), for inactives: at the top dose activity change, negative = cytotoxicity, most hits filed as cytotoxic. actives 3.4% (n = 400,000). AID 1347076; further: potency means the concentration at half of the fitted maximal effect; on the % scale 0 is the no-effect control and ±100 the full control effect; nearly all actives have a fitted effect of over 60% in size
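Drug-selected KB-V1 cells, grown in DMEM lacking phenol red with 10% FBS, receive compound titrations; after three days at 37 degrees C, surviving cell ATP is quantified by CellTiter-Glo luminescence and responses normalized and curve-fitted.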
The depositor's hits bear a star; u = inconclusive; x = not tested or not shown; [ ] = dose if it differs, or a comment. Unless noted, the call rests on the fitted dose curve; in most records, active means well fitted curve in the direction sought with a large enough effect; inconclusive means small, poorly fitted or top-dose-only effect, or another doubt; inactive means no such curve, though single readings can be large; an effect the other way counts as inactive or inconclusive.

The line under a structure holds: MCF10A rereplic	SW480 rerep	DRD3 agonist	IL-1B inflam inh	HEK293 tox	HT1080 IDH1KD tx	KB-3-1 cytotox	HT1080-NT tox	KB-V1 MDR tox
CCOc1ccc(N(CC)S(=O)(=O)N2CCCC(C(=O)NCc3ccc(SC)cc3)C2)cc1 (stereo not drawn)
 : x	x	-5	x	-3%	x	-14%	x	-15%
CCC(C(=O)NC1CCCC1)N(Cc1cccs1)C(=O)Cn1nnc(-c2ccc(OC)c(OC)c2)n1 (stereo not drawn)
 : -3%	0%	1	u	-15%	-24%	-6%	-23%	1%
Cc1c(C)[n+](=O)c(-c2ccc(Br)cc2)c(C)n1[O-]
 : 14%	0%	-1	5	-2%	19%	2%	25%	19%
COc1ccc(-c2nc3cc(C)ccn3c2NC(=O)c2ccc(C)c(C)c2)cc1
 : x	x	1	x	-12%	x	0%	x	-12%
COC(=O)c1ccc(C23CC4(C2)[C@H](CN(CC2CCCCC2)[C@@H]4c2ccccc2)C3c2ccc(C(F)(F)F)cc2)cc1 (stereo partly drawn)
 : u	2%[9.22 µM]	-18	0	0%	-1%	5%	-6%	14%
CC[N+](CC)(CCO)CCCN1C(=O)C2CC=C(Cl)CC2C1=O (stereo not drawn)
 : -1%	-5%	-4	27	-5%	4%	9%	15%	0%
COc1ccc(S(=O)(=O)N2CCOC2CNC(=O)C(=O)NCCN2CCOCC2)cc1OC (stereo not drawn)
 : 4%	-3%	-2	-16	7%	4%	x	3%	x
COc1cccc(COc2cc3ccccc3nc2C)c1
 : 7%	7%	11	-17	2%	-20%	u	-5%	u
CCC(=O)N1c2ccccc2CC1C(=O)NCCc1ccccc1 (stereo not drawn)
 : x	x	-5	x	1%	x	22%	x	5%
O=C(NC1CCCC1)C1CCC(CNS(=O)(=O)c2ccc(F)cc2)CC1 (stereo not drawn)
 : -2%	u	-17	14	1%	6%	-1%	-6%	-2%
Cc1ccc(C(=O)Nc2cc3c(cc2Cl)OCCCO3)cc1
 : -4%	-4%	3	-7	-8%	7%	4%	5%	-30%
O=c1cc(C(F)(F)F)[nH]c(=S)n1-c1ccccc1
 : -20%	-5%	3	-3	0%	11%	-18%	-1%	u
Cc1ccc(C(C)C)c(OCC(=O)N2CCOCC2)c1
 : -9%	2%	-4	1	2%	-10%	-2%	-2%	-6%
Cn1c(=O)n(C)c2cc(C(=O)Nc3ccc(Br)cc3)ccc21
 : u	13%	-19	-12	18%	-3%	0%	2%	-15%
Cc1cc(C)c2c(=O)[nH]c(SCC(=O)NCCc3ccccc3)nc2n1
 : 3%	-4%	-1	17	-15%	-30%	3%	4%	u
CCN(CC)S(=O)(=O)c1cccc(NC(=O)C2SC(=Nc3ccc(C)cc3C)C(C(=O)NC(C)COC)=C2N)c1 (stereo not drawn)
 : u	-3%	-7	0	9%	u	u	u	-20%
Cc1cccc(C)c1NC(=O)N1CCC(n2cnc3ccccc32)CC1
 : 4%	-2%	1	-8	-10%	-2%	10%	0%	-9%
CC(=O)Oc1ccc(N(C(C)=O)S(=O)(=O)c2cccs2)c2ccccc12
 : u	u	6	154	-23%	18µM*	-7%	u	u
Nc1nc(COc2ccc(F)cc2Cl)nc(N2CCCCC2)n1
 : 9%	-3%	-7	-14	-2%	-14%	-4%	-1%	0%
CCOC(=O)Cc1csc(NC(=O)CN2CCN(c3ccccc3)CC2)n1
 : 6%	-17%	0	31	-2%	-1%	30%	12%	-3%
COCCNC(C(=O)Nc1ccc([N+](=O)[O-])cc1Br)c1ccccc1 (stereo not drawn)
 : 0%	u	-5	u	19%	-16%	-24%	-9%	-36%

Compounds were not picked by outcome. Share with any hit: about 11%.
